ER stress death – protection against thapsigargin ER stress killing – CSM14.1 cells, ATP luminescence, primary screen; CSM14.1 thapsigargin ER stress survival; relative survival (cellular ATP), % at 15 µg/mL (by protocol); 0.33% of 48,000 active;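 active means survival measured by cellular ATP above 50% at 15 µg/ml in the first screen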;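 further: cell death triggered by about 15 µM thapsigargin; ATP read 24 h after thapsigargin was added; plate controls were thapsigargin with DMSO for no effect and DMSO without thapsigargin for full effect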
An asterisk follows results filed as active.

compound | ER stress death
CCCOC(=O)c1cccc(NC(=O)COc2ccccc2Cl)c1 | 9.8
O=c1c(C=NC2CC2)c(-c2ccccc2)[nH]n1-c1ccc([N+](=O)[O-])cc1 | 6.0
O=C1OC(Nc2cccc(Br)c2)(c2ccccc2)c2ccccc21 (stereo unspecified) | 5.1
c1coc(CN2CCN(Cc3cccc4ccccc34)CC2)c1 | -1.8
COCCNC(=O)CN(c1ccc(C(C)C)cc1)S(=O)(=O)c1ccccc1 | -2.1
CCc1ccc(-n2nc(C)c3c(C)cc(=O)oc32)cc1 | -0.3
COc1ccc(CC(=O)O/N=C(\N)c2ccc(C)cc2)cc1OC | 6.1
CCCN(CCC)C(=O)c1ccccc1NC(=O)c1cccnc1 | 7.3
C/C(=C1/SC(N2CCOCC2)=NC1=O)c1ccc(Cl)cc1 | -4.6
Cc1ccc(S(=O)(=O)N2CCN(C(=O)c3cccc(F)c3)CC2)cc1 | 5.8
O=C(NN1C(=O)C2CCCCC2C1=O)c1ccccc1Cl (stereo unspecified) | -0.3
Cc1ccc(C)c(S(=O)(=O)n2nnc3ccccc32)c1 | -3.2
O=C(N1CCOCC1)N1CCN(c2ccc(F)cc2)CC1 | 9.7
O=c1/c(=C\c2ccc(OCc3cccc4ccccc34)cc2)sc2nc3ccccc3n12 | -1.7
COc1ccc(Cl)cc1NC(=O)COc1ccc(Br)cc1C | 5.6
Cc1ccc(-c2nc(Nc3ccccc3)s[n+]2CS(=O)(=O)c2ccccc2)cc1 | -2.9
C=CCOCC(O)CS(=O)Cc1ccc(Cl)cc1 (stereo unspecified) | -2.8
Cc1ccccc1OCC(=O)NC1CC(C)(C)NC(C)(C)C1 | 1.3
COc1ccc(NC(=O)COc2ccc(Cl)cc2C)cc1 | 3.9
CC(C)Oc1nc(-c2ccc(Br)cc2)nc2ccccc12 | 4.7
CSc1ccc(C2C(C(=O)OCCOc3ccccc3)=C(C)NC3=C2C(=O)CCC3)cc1 (stereo unspecified) | 10.0
Cc1ccc2c(N)c(C(=O)c3ccccc3)sc2n1 | -3.0
COc1ccc(C2Nc3ccccc3C(=O)N2Cc2ccco2)cc1CSc1ccccn1 (stereo unspecified) | 3.8
O=C(CC1S/C(=N\N=C\c2cccs2)NC1=O)Nc1ccc(C(=O)O)cc1 (stereo unspecified) | 6.6
Cc1ccc(C(=O)NCCN(C)C)cc1[N+](=O)[O-] | 3.2
Cc1ccc(NCC(=O)N/N=C\c2ccccc2OCC(=O)O)cc1 | 14.1
COC(=O)c1c(N)sc(C)c1-c1ccc(Cl)cc1 | -3.3
CNC(=O)C(=O)Nc1ccccc1OC | 6.0
COc1ccc(-c2cc(-c3ccccc3)nc(N3CCCCC3)n2)cc1 | 1.9
CCOc1cc(/C=N\NC(=O)c2cnccn2)ccc1O | 16.3
COc1cccc(NC(=O)C2CC(=O)N=C(N)S2)c1 (stereo unspecified) | 2.1
CCC(CC)N1CCN(C(=O)c2cc(OC)c(OC)c(OC)c2)CC1 | 4.8
Cc1ccc(C(=O)Nc2c(-c3ccccc3)nc3cc(C)ccn23)cc1 | 3.6
Cc1cc(N2C(=O)NC(=O)/C(=C\c3ccc4c(c3)OCO4)C2=O)ccc1Br | 7.9
CC(C)(O)C#Cc1ccc(C(=O)N2CCC(Cc3ccccc3)CC2)cc1 | 5.0
COc1ccc(Br)cc1/C=N/n1cnnc1 | 11.5
CC(=O)N(OCON(C(C)=O)C(C)=O)C(C)=O | 1.6
COC(=O)c1ccc(CSc2nc3sc(C)c(C)c3c(=O)n2-c2ccccc2)cc1 | -1.0
Cc1cc(C)c(C)c(OCCCCn2ccnc2)c1 | 4.6
COC(=O)c1sc(NC(=O)CCc2ccccc2)c(C(=O)OC)c1C | 2.4
COc1ccc(C(=O)/C=C/c2ccc(-c3ccccc3[N+](=O)[O-])o2)cc1 | 9.2
O=C(Nc1cccc(Cl)c1)c1ccccc1Br | 5.6
COc1cc([N+](=O)[O-])ccc1NC(=O)Cn1cnc2c1c(=O)n(C)c(=O)n2C | 0.9
COc1ccc(-n2c(=O)c3c4c(sc3n3c(SC)nnc23)CCCC4)cc1 | 9.9
CCOc1ccccc1NC(=O)c1ccc(Cl)c(Cl)c1 | 9.9
CCOC(=O)COc1ccc2oc(C)c(C(=O)OC(C)C)c2c1 | 2.7
O=C(NCC(=O)c1ccccc1)SCc1ccccn1 | -0.4
COc1cc(NC(=O)COc2ccccc2C)c(OC)cc1Cl | 5.1
O=C1CC(c2ccccc2C(F)(F)F)c2ccccc2N1 (stereo unspecified) | 0.0
COc1ccc(C(=O)C(Sc2nnnn2-c2ccccc2)c2ccc([N+](=O)[O-])cc2)cc1 (stereo unspecified) | 4.1
O=C(/C=C/c1ccc(Cl)cc1)c1ccc(NC(=O)c2cccnc2)cc1 | 2.6
COc1ccc(/C=C2\SC(=S)N(CC(=O)Nc3ncc(Cc4ccc(C)cc4)s3)C2=O)cc1OC | 0.1
CC(=O)n1cc(/C=C2\N=C(c3ccc(C(C)(C)C)cc3)OC2=O)c2ccccc21 | 5.7
Cc1cccc(OCCCCNC(C)(C)C)c1C | -8.1
CCOC(=O)c1c(NC(=O)c2cccnc2)sc2c1CCC2 | 8.4
COc1ccccc1/C=N/N=C1/NC(=O)C(CC(=O)Nc2ccc(Cl)c(Cl)c2)S1 (stereo unspecified) | -3.3
O=C(Nc1ccc(Br)cn1)c1ccccc1SCc1ccccc1 | 3.9
O=C(Nc1ccc(S(=O)(=O)N2CCCCC2)cc1)c1ccc(F)cc1 | 6.3
O=C(O)COc1ccc(N2C(=O)C3CC=CCC3C2=O)cc1 (stereo unspecified) | 10.9
CCN(CC)c1ccc(NC(=O)c2ccc(Br)cc2)cc1 | 2.4

Pulled by compound from the entries so far, five records:
compound | ER stress death
CC(=O)n1cc(/C=C2\N=C(c3ccc(C(C)(C)C)cc3)OC2=O)c2ccccc21 | 5.7
COc1cc([N+](=O)[O-])ccc1NC(=O)Cn1cnc2c1c(=O)n(C)c(=O)n2C | 0.9
CCN(CC)c1ccc(NC(=O)c2ccc(Br)cc2)cc1 | 2.4
CCOC(=O)COc1ccc2oc(C)c(C(=O)OC(C)C)c2c1 | 2.7
Cc1cc(C)c(C)c(OCCCCn2ccnc2)c1 | 4.6

New compounds follow
compound | ER stress death
CSc1nnc2c(n1)OC(c1ccc(C)o1)Nc1ccccc1-2 (stereo unspecified) | 4.8
COc1ccc(C2CC(C(F)(F)F)n3nc(C(=O)N4CCN(C(=O)c5ccccc5)CC4)c(Cl)c3N2)cc1OC (stereo unspecified) | 4.3
CC(=O)c1cc(F)c(N2CCOCC2)cc1C | 8.9
COc1cc(/C=C2/SC(=S)N(c3ccccc3)C2=O)ccc1Oc1nc(N2CCOCC2)nc(N2CCOCC2)n1 | 23.0
O=[N+]([O-])c1ccc(-c2ccc(C(=S)N3CCCCC3)o2)cc1 | 10.3
COc1ccc(O)c(/C=N/NC(=O)CSc2ccc3ccccc3n2)c1 | 10.0
CC1(C)CC(NC(=O)c2ccccc2C(=O)O)CC(C)(C)N1 | 15.8
Cc1ccc(S(=O)(=O)Oc2c(C=C3C(=O)CC(C)(C)CC3=O)[nH]c3ccccc23)cc1 | 1.0
CN(C)C1(C)C(=O)c2ccccc2C1=O | 6.9
CC1=C(C(=O)Nc2ccc(Br)cc2)C(c2ccc(C)cc2)NC(=S)N1 (stereo unspecified) | 5.6
COc1ccc(NC(=O)CC2(c3ccc(OC)cc3)C(=O)c3ccccc3C2=O)cc1 | 1.5
COc1ccc(CNC23CN4CN(CN(C4)C2)C3)cc1 | 3.3
COc1ccc(CCN/C=C2\CC(=O)NC2=O)cc1OC | -4.7
CCOC(=O)C(=CNc1ccc(F)c(F)c1F)C(=O)OCC | -2.2
COc1ccc(NC(=O)CN(CCc2ccccc2)S(=O)(=O)c2ccccc2)c(OC)c1 | 7.4
CCOC(=O)C(=O)N1c2ccccc2C(Nc2ccccc2)CC1C (stereo unspecified) | 2.0
Fc1ccc(-c2nnc(-c3ccc4c(c3)OCO4)o2)cc1 | 1.5
O=C(Nc1ccc(Cc2ccncc2)cc1)C12CC3CC(CC(C3)C1)C2 | -5.0
CCOc1ccc(CN2CCN(C(=O)c3ccco3)CC2)cc1 | 5.7
C=C(C)Cn1c(Cc2ccccc2)n[nH]c1=S | 2.8
CCC(C)NS(=O)(=O)c1ccc([N+](=O)[O-])cc1 (stereo unspecified) | 3.1
CCc1ccc(NC(=O)c2cccc3ccccc23)cc1 | 8.5
CC(C)(C)c1ccc(C(=O)NNC(=O)C(=O)N2CCCCC2)cc1 | 14.0
C/C(=N\NC(=O)c1ccco1)c1ccc(Br)cc1 | 9.3
N/C(=N\c1nc(C(F)(F)F)cc(=O)[nH]1)Nc1ccc(Oc2ccccc2)cc1 | 11.1
Cc1cc(OCC(=O)NCCCN(C)C)ccc1Br | -3.6
CCCC(=O)NC(Oc1ccc(/C=C2\SC(=S)N(CCCOC)C2=O)cc1)C(Cl)(Cl)Cl (stereo unspecified) | 3.4
CCCCOc1ccc2c(=O)c(Oc3ccccc3Br)coc2c1 | -4.2
O=C(Nc1ccc(Nc2ccccc2)cc1)c1ccc(Cl)cc1Cl | 9.0
O=C(O)C1CC=C(Cl)CC1C(=O)Nc1cncs1 (stereo unspecified) | 8.8
Cc1ccc(NC(=O)c2cc(-c3cccs3)nc3ccccc23)cc1 | -2.4
Cc1ccc(S(=O)(=O)Nc2cc(C)c(O)c(Sc3ncn[nH]3)c2)cc1 | -0.5
O=C(N/N=C/c1ccc(OC(=O)c2cccs2)cc1)c1ccncc1 | 6.4
NC(=O)COc1ccc(/C=N/NS(=O)(=O)c2ccccc2)cc1 | 12.5
COc1cc(CC(=O)N2CCOCC2)c(Cc2cc(OC)c(OC)cc2CC(=O)N2CCOCC2)cc1OC | 11.4
O=C(Nc1nc(-c2ccc(Br)cc2)cs1)c1cc([N+](=O)[O-])ccc1Cl | 14.2
C/C(CCc1oc2ccc(Cl)cc2c1-c1ccc(C)o1)=N\O | 0.5
O=C(/C=C/c1ccc(-c2ccccc2[N+](=O)[O-])o1)Nc1ccc(O)c(-c2nc3ccccc3o2)c1 | 0.6
O=C(N(c1ccc(Cl)cc1)C1C=CS(=O)(=O)C1)C(F)(F)F (stereo unspecified) | -3.8
COc1ccc(/C=N/NC(=O)c2n[nH]c3c2CCC3)cc1O | -7.7
O=S(=O)(O)c1ccc2c(c1)C(S(=O)(=O)O)CC(=N\O)/C2=N/O (stereo unspecified) | 10.4
COc1cc(-c2nc3sc(C)c(C)c3c(=O)[nH]2)ccc1C | 9.5
CCOC(=O)Cn1c(C)cc(COC)c(C#N)c1=O | 6.0
Cc1ccc(Cl)cc1NC(=O)c1cccnc1 | 10.2
CCOc1ccccc1NC(=O)c1cccc(C)c1 | 3.7
COc1cc(NC(=O)COc2ccccc2C)ccc1NC(=O)c1ccco1 | 3.9
Cc1ccc(N2C(=O)Cn3c2nc2c3c(=O)n(C)c(=O)n2C)cc1Cl | 11.2
Cc1ccc(N2C(=O)NC(=O)/C(=C/c3cccc(F)c3)C2=O)cc1 | 2.0
CCOc1ccc(NS(=O)(=O)c2ccc(OC)c(OC)c2)cc1 | 9.1
O=C(Nc1cccc2ccccc12)c1cc([N+](=O)[O-])ccc1Cl | -5.1
COc1ccc(OC)c(NC(=S)NC(NC(=O)c2ccccc2Br)C(Cl)(Cl)Cl)c1 (stereo unspecified) | 2.4
CC1=C(C(=O)OCc2ccccc2)C(c2ccccc2Cl)CC(=O)N1 (stereo unspecified) | 6.8
O=C(NCC(O)c1ccccc1)C(=O)Nc1ccccc1 (stereo unspecified) | 9.9
C/C(=N/N1CCN(c2ccccc2)CC1)c1cccc([N+](=O)[O-])c1 | 8.2
CCOc1ccc(C(=O)Nc2ccc(NC(=O)c3cc4ccccc4o3)c(OC)c2)cc1[N+](=O)[O-] | 8.1
CCn1c2ccccc2c2cc(CN3CCN(Cc4cccc([N+](=O)[O-])c4)CC3)ccc21 | 5.2
Cc1ccc(-n2c(O)c(/C=N/n3cnnc3)c3ccccc3c2=O)cc1 | 6.4
CCN(CC)c1ccc(/C=C2\SC(N)=NC2=O)c(OCc2ccc(Cl)cc2)c1 | 11.3
Cc1oc2cc(Br)c(OCC(=O)C(C)(C)C)cc2c1C(=O)OC(C)C | 0.5
CCC(=O)NC(Nc1cc(Cl)ccc1OC)(C(F)(F)F)C(F)(F)F | 13.6

Remaining list, next part.
compound | ER stress death
O=C(NC(=S)Nc1ccc2oc(-c3ccc(F)cc3)nc2c1)c1ccco1 | 6.1
Cc1ccc(C(=O)O)cc1NC(=O)CCC(=O)O | 8.5
COc1ccc(OC)c(-n2c(O)c(C=Nc3ccc4c(c3)OCO4)c(=O)[nH]c2=O)c1 | -5.7
COCCOC(=O)C1=C(C)NC2=C(C(=O)CC(C)(C)C2)C1c1ccncc1 (stereo unspecified) | 4.9
COCc1cc(=O)n2[nH]c(-c3ccc(Cl)cc3)cc2n1 | -1.5
Clc1cccc(/C=N/N2CCN(C(c3ccccc3)c3ccccc3)CC2)c1 | 4.5
CCC(Nc1ccccc1)C(=O)N/N=C/c1cc([N+](=O)[O-])ccc1O (stereo unspecified) | 1.5
O=c1[nH]c(=S)n(-c2ccc(Br)cc2)c(O)c1/C=C1\C=Nc2ccccc21 | 1.4
O=C(Nc1ncc(Cc2cccc([N+](=O)[O-])c2)s1)c1ccc(Br)cc1 | 0.7
COc1ccc(N2C(=O)c3ccccc3NC2c2ccc(C)cc2)cc1 (stereo unspecified) | 10.4
O=C(/C=C/c1cccc(C(F)(F)F)c1)Nc1ccccc1[N+](=O)[O-] | 2.6
CCCCCCCNC1CC(=O)N(c2cccc(Cl)c2)C1=O (stereo unspecified) | -2.6
COCCCNC(=O)CN(c1cccc(Cl)c1)S(C)(=O)=O | 11.8
S=C(c1cn(-c2ccccc2)nc1-c1cccs1)N1CCOCC1 | 0.5
CCOC(=O)c1c(C)n(-c2ccc(OCC)cc2)c2ccc(O)cc12 | -5.5

This is a subset. The share of hits here may be higher or lower than overall.
